Compound activity as filed in PubChem.
FUS yeast rescue: FUS proteinopathy suppression in yeast; hit rate 0.24% among 390,000; S. cerevisiae FUS-expressing, growth rescue, OD600, 24 h; Potency, µM (top dose mostly 76.6 µM), for inactives: at the highest dose growth rescue (activation), most hits filed as activators;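 also: potency is read from the fitted curve at half-maximal effect; plate controls were DMSO vehicle for no effect and reference control for full effect; nearly all actives have a fitted effect of over 55% in size; some results filed as inactive show a strong effect at the top dose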
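Yeast FUS proteinopathy model; galactose-induced FUS (2%), starting OD 0.005. Cpds in dilution series, 24hr, 30C, 99% humidity. Abs 600 nm growth. Pos ctrl CP55940 (top 92uM final); neg ctrl DMSO.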
DRD3 agonist: activates the human D3 dopamine receptor | P35462 | hit rate 0.58% among 410,000 | D3R DiscoveRx beta-arrestin cells, luminescence, 90 min | max activation, %; in the data active = max activation above about 30%; also: 0% is about no effect; mostly tested at two doses, the higher about 12 µM
Target sequence (P35462 whole entry, looked up): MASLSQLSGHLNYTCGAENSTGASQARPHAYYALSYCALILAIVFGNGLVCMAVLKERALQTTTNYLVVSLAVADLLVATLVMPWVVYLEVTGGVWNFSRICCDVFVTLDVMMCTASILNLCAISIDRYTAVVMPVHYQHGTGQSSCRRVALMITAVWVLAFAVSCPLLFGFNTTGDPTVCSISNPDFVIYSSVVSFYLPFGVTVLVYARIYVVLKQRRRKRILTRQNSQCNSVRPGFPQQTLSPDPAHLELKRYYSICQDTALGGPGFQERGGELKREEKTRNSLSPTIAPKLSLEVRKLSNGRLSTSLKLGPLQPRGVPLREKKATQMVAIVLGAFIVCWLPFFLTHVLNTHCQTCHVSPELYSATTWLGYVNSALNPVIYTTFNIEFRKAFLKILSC
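Cells at 1500/well, incubated overnight, then treated with pinned compounds (dopamine as control) for 90 min at 37 degrees C. DiscoveRx reagent added for 30 - 60 minutes at room temperature; luminescence read.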
aSyn rescue: rescues yeast growth from alpha-synuclein toxicity; Yeast expressing alpha-synuclein, growth rescue, BacTiter-Glo, 24 h; hit rate 0.14% among 370,000; Potency, µM (series often up to 46.1 µM), for inactives: at the top dose growth rescue (activation), actives largely listed as activators; also: potency is read from the fitted curve at half-maximal effect; % of control where 0% means no effect; nearly all actives have a fitted effect of over 65% in size
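Galactose-induced alpha-syn yeast (OD600=0.02, raffinose-pregrown) + pinned cpd, 24 hr, 30 deg C; growth by BacTiter-Glo luminescence. Growth restoration scores as activation.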
DRD3 antagonist: antagonists of human D3 dopamine receptor | AID 652054 | D3R cells, DiscoveRx beta-arrestin luminescence, antagonist mode; hits give low values | max response, negative = inhibition, % | hit rate 2.5% among 360,000; in the data active = max response below about -50%; inconclusive = no clear call, values can overlap the other calls; also: % is scaled to controls: 0 for no effect and ±100 for the full control effect; mostly tested at two doses, the higher about 12 µM
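Cells plated overnight at 1500 cells/well, then exposed to library compounds with dopamine controls for 90 minutes at 37 degrees C. DiscoveRx reagent added for 30–60 minutes at room temperature; luminescence read, quantitative HTS format.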
TDP43 rescue: inhibitors of TDP-43 toxicity in yeast; hit rate 1.8% among 410,000; TDP-43 expressing yeast growth rescue, BacTiter-Glo, 24 h; Potency, µM (highest dose often 46.1 µM), for the others: at the top dose growth rescue (activation), actives largely listed as activators; AID 652104; also: potency is read from the fitted curve at half-maximal effect; % of control where 0% means no effect; nearly all actives have a fitted effect of over 50% in size
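Yeast cells expressing TDP-43 under galactose induction are exposed to compounds for 24 hr at 30 deg C. BacTiter-Glo luminescence measures growth, so protective compounds score as activators.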
EPAC2 antag: EPAC2 (human) antagonism; Q8WZA2; EPAC2 GEF exchange of Rap1B-BODIPY-GDP, fluorescence; Potency, µM (series often up to 114 µM), inactives show at the top dose activity, negative = inhibition, usual class: inhibitors; hit rate 0.18% among 360,000; AID 720708; also: potency is read from the fitted curve at half-maximal effect; % is scaled to controls: 0 for no effect and ±100 for the full control effect; nearly all actives have a fitted effect of over 45% in size; many of its hits are not listed in these tables
EPAC2 agonist: agonists of human EPAC2 (RAPGEF4); Q8WZA2; EPAC2 activation, biochemical qHTS; response scale: 100% = 6.5 mM cAMP response; Potency, µM (series often up to 154 µM), without a hit: top-dose activation, hits mostly activators; hit rate 0.079% among 360,000; also: potency is read from the fitted curve at half-maximal effect; nearly all actives have a fitted effect of over 50% in size
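Nucleotide exchange monitored as fluorescence drop when BODIPY-GDP leaves Rap1B. Reaction: 100 nM EPAC2, 250 nM RAP1B-BODIPY-GDP, 50 uM GDP, room temperature, kinetic read over 30 min. Activity expressed relative to 6.5 mM cAMP.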
Abeta rescue: restores growth of yeast expressing A-beta42 peptide; yeast expressing A-beta42, growth rescue, OD600, 48 h; response scale: 0% DMSO, 100% iron-clioquinol control; Potency, µM (titrated, usually from 46.1 µM), inactives show at the highest dose growth rescue, usual class: activators; hit rate 0.063% among 410,000; AID 1347071; also: potency is read from the fitted curve at half-maximal effect; nearly all actives have a fitted effect of over 55% in size
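Growth rescue measured by 600 nm absorbance after 48 h yeast culture at 30 C with compound. Values normalized between DMSO and an equimolar ferric chloride plus clioquinol control.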
* hit, by the source's call; ? = inconclusive; nt = no result given; [ ] = dose if it differs, or a comment. Unless noted, calls follow the shape of the dose curve; as a rule, active = well fitted curve in the direction sought with a large enough effect; inconclusive = small, poorly fitted or top-dose-only effect, or another doubt; inactive = no such curve, though single readings can be large; an effect the other way counts as inactive or inconclusive. These rows are one share of the data. The share of hits here may be higher or lower than overall.

SMILES	FUS yeast rescue	DRD3 agonist	aSyn rescue	DRD3 antagonist	TDP43 rescue	EPAC2 antag	EPAC2 agonist	Abeta rescue
CCC(C)NC(=O)c1ccc(-n2c(=S)[nH]c3ccccc3c2=O)cc1 (stereo not given)	22%	-7	-3%	-2	-4%	-4%	12%	-6%
CCSc1nc(-c2ccc(OC)cc2)ccc1C#N	7%	6	1%	0	16µM*	2%	11%	-10%
O=C(Nc1nnc(SCc2ccccc2)s1)c1ccco1	-2%	3	-10%	-11	-11%	-2%	-1%	-10%
CN(C)CC1CCCCC1OC(=O)c1ccc(S(=O)(=O)N(C)c2ccccc2)cc1 (stereo not given)	27%	-14	1%	-10	-14%	24%	6%	-2%
O=C(c1ccc(F)cc1)C1CCN(Cc2cn[nH]c2-c2ccccc2)CC1	-21%	-34	10%	-14	12%	12%	-3%	6%
Cc1cc(C)cc(NC(=O)C(=O)NCCCN2CCCC2=O)c1	-5%	-4	0%	10	16%	-2%	-5%	9%
O=C1Nc2c(c(=O)[nH]c(=O)n2-c2ccccc2)C1(Nc1ncccn1)C(F)(F)F (stereo not given)	34%	6	-6%	-11	-12%	10%	0%	-7%
Cc1ccc(S(=O)(=O)N2CCCC(C(=O)Nc3ccc(NC(=O)c4ccccn4)cc3)C2)cc1 (stereo not given)	2%	6	-4%	11	6%	23%	3%	-8%
O=C(c1cccc(Cl)c1)N1c2ncnn2C2(CCCCC2)[C@@H]2CCCC[C@@H]21	25%	-3	nt	nt	13µM*	nt	nt	-6%
Cc1ccc(-c2c3c(=O)n(C)c(=O)n(C)c3cn2N2CCOCC2)cc1	0%	3	1%	-51*	16%	0%[57.1 µM]	-20%	-10%

Entries shown so far that have an aryl thioether with sulfur outside any ring:
SMILES	FUS yeast rescue	DRD3 agonist	aSyn rescue	DRD3 antagonist	TDP43 rescue	EPAC2 antag	EPAC2 agonist	Abeta rescue
CCSc1nc(-c2ccc(OC)cc2)ccc1C#N	7%	6	1%	0	16µM*	2%	11%	-10%
O=C(Nc1nnc(SCc2ccccc2)s1)c1ccco1	-2%	3	-10%	-11	-11%	-2%	-1%	-10%

(list continues)
SMILES	FUS yeast rescue	DRD3 agonist	aSyn rescue	DRD3 antagonist	TDP43 rescue	EPAC2 antag	EPAC2 agonist	Abeta rescue
OC1(c2ccc3ccccc3c2)CCN(Cc2ccccc2)C1 (stereo not given)	-15%	-20	14%	?	13%	0%	-22%	?
CCc1ccc2[nH]c(=O)c(C(c3nnnn3Cc3ccc(OC)cc3)N3CCOCC3)cc2c1 (stereo not given)	14%	-1	-1%	-14	-11%	-3%	9%	-16%
CCOC(=O)C1=C(C)NC(=O)NC1c1ccc(N(CC)CC)cc1 (stereo not given)	-11%	-4	1%	2	24%	?	-7%	-7%
CC(C)n1c(CN(C)c2ccccc2)nc2ccccc21	19%	-4	9%	-16	-5%	8%	6%	12%
Cc1ccc(-c2nnc(SCC(=O)N3CCOCC3)nc2-c2ccc(C)cc2)cc1	39%	1	12%	-16	?	-5%	1%	-5%
CCNc1nc2c(c(=O)[nH]c(=O)n2C)n1Cc1ccc(F)cc1	-18%	4	-3%	11	19%	-8%	5%	-9%
CC(=O)Nc1ccc(S(=O)(=O)NCCC(=O)Nc2cc(C)ccn2)cc1	19%	-6	8%	2	-14%	13%	5%	-10%
CC(/C=C/c1ccc2c(c1)OCO2)=N/NC(=O)c1ccncc1	6%	0	18%	1	9%	2%	6%	-11%
O=C(NC1CCCC1)c1nc2c(nnn2Cc2cccc(Cl)c2)c(=O)[nH]1	25%	6	6%	17	-11%	4%	2%	5%
Cc1ccc(Cl)cc1N1CCN(c2ncnc3onc(C)c23)CC1	-17%	-5	?	nt	29%	nt	nt	-13%
Cc1cccc(-c2nc3cc([N+](=O)[O-])ccc3o2)c1	-22%	2	1%	2	13%	-1%	2%	1%
CCn1c(SC)nc(O)c(C(c2ccc(OC)c(O)c2)c2c(O)nc(SC)n(CC)c2=O)c1=O	7%	-5	20%	-14	19%	1%	-1%[15.6 µM]	-3%
CCOc1ccc(NC(=O)Cn2c(=O)n(CCc3ccccc3)c(=O)c3c4c(sc32)CN(C(C)=O)CC4)cc1	28%	-17	nt	nt	-15%	nt	nt	-10%
COCCOC(=O)C1=C(C)N(c2ccccc2)C(=S)NC1c1ccccc1C(F)(F)F (stereo not given)	13%	5	-6%	26	?	10%	7%	2%
Cc1cc(C)nc(/N=C(\N)Nc2ccc3c(c2)OCCO3)n1	1%	-6	-4%	-1	-2%	5%	11%	-7%
Cc1nc2c(-c3ccccc3)c(C)nn2c(C)c1CC(=O)O	38%	-3	0%	-15	-5%	-9%	9%	6%
Brc1ccc(-c2cnc3n2CCCC3)cc1	-15%	-6	5%	-18	4%	0%	6%	-9%
COc1cc(C(O)P(=O)(OC(C)C)c2ccc(N(C)C)cc2)cc(OC)c1OC (stereo not given)	5%	1	-1%	2	6%	-7%	-7%	14%
COc1ccc(C(=O)Nc2cccc(-c3nc4cccnc4s3)c2C)c(OC)c1	-6%	-10	nt	nt	0%	nt	nt	-10%
CCc1ccc(C(=O)COC(=O)c2ccc(Cl)nc2)cc1	6%	-7	1%	-13	-27%	3%	3%	-10%
CCC(=O)N1CCc2cc(CNC(=O)c3ccc(C#N)cc3)ccc21	-5%	-4	nt	nt	3%	nt	nt	-8%
CCOC(=O)CSc1nc(-c2ccccc2)nc2ccccc12	-2%	-1	8%	94	19%	-9%	8%	-17%
Cc1noc(/C=C/c2ccccc2F)c1S(=O)(=O)N1CCC(C(=O)N(C)Cc2ccco2)CC1	21%	2	nt	nt	26%	nt	nt	6%
CC1(C)CC(=O)C=C(NCCc2c[nH]c3ccccc23)C1	-4%	24	3%	11	-7%	1%	12%	2%
N#CCCN1CCN(S(=O)(=O)c2ccc(S(=O)(=O)N3CCCC3)cc2)CC1	-14%	-4	-14%	-12	3%	3%	4%	-11%
Cc1cc(NC(=O)c2noc3c2CCc2ccccc2-3)no1	-11%	-1	-1%	-2	16%	5%	13%	2%
COc1ccc(/C=N\NC(=O)COc2ccc(Cl)cc2Cl)c(C(=O)O)c1OC	12%	16	1%	1	20%	2%	1%	6%
COCCC(=O)Nc1ccc2c(c1)CN(C(=O)CSC)CC2	20%	5	-8%	6	-10%	0%	-5%	8%
CCC(C)(C)NC(=O)c1sccc1Oc1ccc(F)cc1[N+](=O)[O-]	18%	-13	6%	-9	25%	?	1%	0%
Cc1ccc(NC(=O)Nc2c(C)n(C)n(-c3ccccc3)c2=O)cc1	-2%	6	-1%	6	-15%	6%	0%	-3%
N#CC1(C#N)C(c2ccccc2)OC23CCCCC2C1(C#N)C(=N)O3 (stereo not given)	13%	5	0%	6	4%	20%	6%	9%
O=C(O)c1ccc2c(=O)n3c(nc2c1)/C(=C/c1ccccc1Br)CC3	9%	-28	7%	-10	-18%	-1%	10%	-14%
Cc1ccc(C(=O)COC(=O)CCCC(=O)NC2CCCCC2)cc1[N+](=O)[O-]	nt	-2	3%	-9	5%	8%	-17%	1%
O=C(NCCc1nccs1)C1CCC(=O)N(CCc2ccc(Cl)cc2)C1 (stereo not given)	8%	-1	3%	11	16%	11%	2%	-3%
O=c1c(-c2ccccc2)nc(-c2ccccc2)cn1O	14%	5	4%	0	-16%	0%	12%	-14%
COc1ccccc1NC(=O)c1cccc(S(=O)(=O)N2CCOCC2)c1	-11%	3	-10%	-52*	9%	15%	5%	5%
O=C(CSc1ncn[nH]1)NCCC(c1ccccc1)c1ccccc1	6%	2	0%	6	2%	8%	1%	-13%
O=C(NCCCc1ccncc1)C1CCC(=O)N(Cc2ccc(Cl)cc2)C1 (stereo not given)	nt	1	-1%	-7	3%	-7%	4%	-2%
O=C(CSc1nc(-c2ccco2)cc(C(F)(F)F)n1)N1CCN(Cc2ccccc2)CC1	24%	-18	-5%	-21	-22%	-1%	-3%	-12%
Clc1cccc(CSc2nc(NCCc3ccccc3)c3ccccc3n2)c1	17%	3	nt	nt	7%	nt	nt	-21%
CCC1(COC(NC(=O)c2cccnc2)(C(F)(F)F)C(F)(F)F)COC1	15%	6	-2%	13	-1%	2%	1%	11%
CC(NC(=O)c1ccc(F)cc1)c1ccccc1 (stereo not given)	-6%	6	-11%	22	19%	6%	1%	16%
O=c1c2ccccc2nnn1COc1cccc2ccccc12	17%	2	?	-1	13µM*	-5%	10%	5%
CCOC(=O)C1CCCN(C(=O)c2ccc3c(c2)sc2nc(-c4ccc(C)cc4C)cn23)C1 (stereo not given)	-24%	-14	nt	nt	25%[9.22 µM]	nt	nt	0%
C/C(=N\NS(=O)(=O)c1ccc(C)c([N+](=O)[O-])c1)c1ccc2c(c1)OCO2	-11%	-14	-3%	-19	-2%	-16%	2%	7%
O=C(NC1CC1)c1nc(Cn2ccc([N+](=O)[O-])n2)no1	-16%	0	-4%	-17	-12%	0%	13%	-23%
C=CCn1c(SCC(=O)NCC(=O)OCC)nnc1-c1ccccn1	14%	15	3%	8	-11%	5%	-6%	8%
Cc1ccc(S(=O)(=O)Cn2nnnc2C(C(C)C)N2CCN(C(=O)c3ccco3)CC2)cc1 (stereo not given)	16%	-3	0%	-56*	13%	6%	5%	9%
N/C(=N\OC(=O)CSc1ccccc1)c1ccc([N+](=O)[O-])cc1	9%	-2	-15%	3	?	-7%	11%	3%
CC(NC(=O)COC(=O)c1ccc([N+](=O)[O-])s1)c1ccccc1 (stereo not given)	nt	-6	-34%[inhibitor]	-9	-5%	?	-3%	-70%[inhibitor]
(cont.)
SMILES	FUS yeast rescue	DRD3 agonist	aSyn rescue	DRD3 antagonist	TDP43 rescue	EPAC2 antag	EPAC2 agonist	Abeta rescue
CCc1nc2ccc(C(=O)NCCCN3CCCC3=O)cn2c1N(CC)C(=O)NCCc1ccccc1	-4%	0	-1%	9	2%	-12%	1%	-7%
Cc1cn([C@H]2C[C@H](O)[C@@H](COS(=O)(=O)O)O2)c(=O)[nH]c1=O	-18%	8	0%	0	-3%	12%	12%	-9%
CCN(CC)S(=O)(=O)c1ccc(N2CCOCC2)c(NC(=O)COc2ccccc2C)c1	43%	-7	11%[1.84 µM]	1	1%	-6%	10%	8%
COc1ccc(C2C(C(N)=O)=C(C)Nc3nc(-c4cccc(Cl)c4)nn32)cc1OC (stereo not given)	?	-2	0%	0	-1%	-3%	-11%	5%
